Bioassay records from PubChem.
AmpC no deterg – qHTS Inhibitors of AmpC Beta-Lactamase (assay without detergent); P00811; AmpC nitrocefin hydrolysis, absorbance 480 nm, 0.0001% Triton; Potency, µM (top dose mostly 57.1 µM), for the others: at the top dose activity change, negative = inhibition, usual class: inhibitors; actives 0.52% (n = 330,000); AID 485341, 2010;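 note: potency is the fitted concentration of half-maximal effect; plate controls were no compound for no effect and no enzyme for full effect; nearly all actives have a fitted effect of over 20% in size; some results filed as inactive show a strong effect at the top dose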
Target sequence (P00811 whole entry, looked up): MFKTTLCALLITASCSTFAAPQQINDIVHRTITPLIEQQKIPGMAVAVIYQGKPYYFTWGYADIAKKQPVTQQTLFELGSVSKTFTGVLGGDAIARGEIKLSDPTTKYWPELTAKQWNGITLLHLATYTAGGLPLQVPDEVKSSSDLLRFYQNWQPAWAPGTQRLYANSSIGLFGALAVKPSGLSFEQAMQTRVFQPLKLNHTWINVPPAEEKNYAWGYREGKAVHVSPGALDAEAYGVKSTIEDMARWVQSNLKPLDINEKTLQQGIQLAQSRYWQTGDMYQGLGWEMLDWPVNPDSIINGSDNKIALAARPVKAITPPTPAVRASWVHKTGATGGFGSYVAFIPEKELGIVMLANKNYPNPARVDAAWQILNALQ
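20 mM phosphate pH 7.0 + 0.01% (detergent screen) or 0.0001% Triton X-100; 5.3 nM AmpC reagent; cpd preinc 15 min RT; nitrocefin (800 uM stock) to start; A480 q20 s × 4 min; Activity was normalised to no-enzyme and no-compound control wells.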
LmPK inhibitor – qHTS Assay for Inhibitors of Leishmania Mexicana Pyruvate Kinase (LmPK); Q27686; purified LmPK, Kinase-Glo ATP luminescence, 1 h; Potency, µM (doses to about 57.5 µM), for the others: at the top dose activity change, negative = inhibition, hits mostly inhibitors; actives 0.37% (n = 290,000); note: potency is the fitted concentration of half-maximal effect
Target sequence (Q27686 whole entry, looked up): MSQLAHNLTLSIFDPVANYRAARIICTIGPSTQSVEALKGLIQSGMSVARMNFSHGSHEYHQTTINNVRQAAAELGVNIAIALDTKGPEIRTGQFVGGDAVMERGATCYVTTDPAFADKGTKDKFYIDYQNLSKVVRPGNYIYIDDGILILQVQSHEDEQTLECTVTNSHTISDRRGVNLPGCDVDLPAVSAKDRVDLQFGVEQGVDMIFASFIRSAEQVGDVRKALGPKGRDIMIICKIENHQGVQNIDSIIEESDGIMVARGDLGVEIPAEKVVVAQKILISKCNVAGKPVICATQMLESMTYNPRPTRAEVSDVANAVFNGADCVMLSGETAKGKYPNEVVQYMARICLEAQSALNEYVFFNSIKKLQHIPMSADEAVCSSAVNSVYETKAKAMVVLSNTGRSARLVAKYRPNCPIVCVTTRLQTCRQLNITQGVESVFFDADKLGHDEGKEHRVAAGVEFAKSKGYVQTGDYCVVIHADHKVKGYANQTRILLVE
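Pyruvate kinase activity monitored as ATP production (luciferase luminescence). Conditions: 0.1 nM enzyme, 0.5 mM PEP, 0.1 mM ADP, 1 h, RT; normalized against uninhibited and no-enzyme wells.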
AmpC detergent – qHTS Inhibitors of AmpC Beta-Lactamase (assay with detergent) | AmpC hydrolysis of nitrocefin, absorbance 480 nm, 0.01% Triton | Potency, µM (series often up to 114 µM), for inactives: at the highest dose activity change, negative = inhibition, most hits filed as inhibitors | actives 0.041% (n = 370,000);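 note: potency is the fitted concentration of half-maximal effect; 0% = no-compound wells and -100% = no-enzyme wells; nearly all actives have a fitted effect of over 25% in size; some results filed as inactive show a strong effect at the top dose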
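AmpC (5.3 nM in the dispensed reagent) in 20 mM phosphate pH 7.0 with 0.01% (detergent screen) or 0.0001% Triton X-100 was preincubated with compounds for 15 min at room temperature. Nitrocefin was then added from an 800 uM solution, and hydrolysis was followed at 480 nm.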
AMA1 RON2 block – qHTS for Inhibitors of AMA1-RON; Towards Development of Antimalarial Drug Lead: Primary Screen; Plasmodium falciparum AMA1 (3D7) - RON2 peptide interaction; AlphaScreen AMA1-biotinylated RON2 peptide binding; Potency, µM (series often up to 58.2 µM), for inactives: at the highest dose activity change, negative = inhibition, actives largely listed as inhibitors; actives 0.2% (n = 360,000); AID 720542, 2013;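 note: potency is the fitted concentration of half-maximal effect; 0% = vehicle wells and -100% = peptide control; nearly all actives have a fitted effect of over 45% in size; some results filed as inactive show a strong effect at the top dose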
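AMA1 (3D7) with his tag at 25 nM final met compounds first, then biotinylated RON2 peptide at 25 nM; detection used donor plus acceptor beads, 10 µg/mL apiece, read by AlphaScreen after 30 min at room temperature.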
Tb PYK inh – qHTS of Trypanosoma Brucei Inhibitors | pyruvate kinase (Trypanosoma brucei), Q57TT1 | TbPYK enzyme, Kinase-Glo Plus ATP luminescence, 45 min | Potency, µM (top dose mostly 76.8 µM), for the others: at the top dose activity, negative = inhibition, hits mostly inhibitors | actives 0.12% (n = 410,000) | AID 624173, 2012; note: potency is the fitted concentration of half-maximal effect; nearly all actives have a fitted effect of over 50% in size
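Screened from lowest to highest concentration, compounds were pinned into TbPYK/substrate mixtures, and ADP (130 uM final) was added. Plates sat at room temperature for 45 min prior to Kinase-Glo Plus detection by luminescence.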
Sm TGR inh – qHTS Assay for the Inhibitors of Schistosoma Mansoni Peroxiredoxins | Schistosoma mansoni thioredoxin glutathione reductase (TGR), Q962Y6 | purified TGR, DTNB reduction, TNB absorbance 405 nm | Potency, µM (series often up to 114 µM), without a hit: at the highest dose activity change, negative = inhibition, actives largely listed as inhibitors | actives 3% (n = 360,000); note: potency is the fitted concentration of half-maximal effect; nearly all actives have a fitted effect of over 60% in size
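TGR 20 nM + NADPH 100 uM (dispensed conc.), cpd preinc 15 min RT; start with NADPH (500 uM addition) then DTNB (15 mM addition). Kinetic TNB absorbance, 405 nm filter. Four-parameter Hill fit across titration.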
HCMV inh – qHTS Assay for inhibitors of the human cytomegalovirus (HCMV). actives 4.5% (n = 410,000). HFF cells, HCMV-luciferase reporter, 72 h; active compounds read low. AID 1259415, 2018. activity change, negative = inhibition, % at 57.5 µM; in the data active = activity change below about -60%; inconclusive = no clear call, values can overlap the other calls; inactive = above about -39%
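Compounds were evaluated in HFFs infected with an HCMV luciferase reporter virus (MOI 1 PFU/cell). Luciferase in lysates collected 72 h post infection served as the replication measure.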
Starred values were filed as active, the others as inactive; u = inconclusive; x = not tested or not shown; [ ] = another dose, or the depositor's remark. Unless noted, calls come from the whole dose curve; as a rule, active = well fitted curve in the direction sought with a large enough effect; inconclusive = small, poorly fitted or top-dose-only effect, or another doubt; inactive = no such curve, though single readings can be large; an effect the other way counts as inactive or inconclusive. Unless noted, % is set by controls: 0 for no effect and ±100 for the full control effect.

SMILES | AmpC no deterg | LmPK inhibitor | AmpC detergent | AMA1 RON2 block | Tb PYK inh | Sm TGR inh | HCMV inh
Cc1nn(-c2ccccc2)c(C)c1C(=O)OCC(=O)Nc1ccc2c(c1)OCO2 | -14.1% | -3.2% | -15.2% | -18.5% | 0.0% | 1.5% | -18.1
COc1cc(/C=N/NC(=O)c2cn(-c3cccc(C)n3)cn2)ccc1O | -14.3% | 1.4% | -0.3% | 30.9%[activator] | -5.7% | 2.5% | u
COc1cc2c(cc1OC)-c1nnc(C)n1C(C)(C)C2 | -13.6% | 9.6% | -10.4% | -1.5% | 0.3% | 0.6% | 56.0
CN1CCN(C(=S)c2cn(Cc3ccc(F)cc3)c3ccccc23)CC1 | 104.0%[activator] | 3.1% | 1.1% | u | 4.6% | 13.1% | 16.8
COc1cccc(CCC(=O)O)c1OC | -20.0% | -2.6% | -14.3% | 5.7% | 0.9% | 0.0% | 15.3
O=C(Cn1cncn1)N/N=C/c1ccccc1Cl | -9.7% | -2.1% | -4.3% | 8.5% | 0.9% | -3.0% | 31.3
Cn1c(SCC(=O)c2ccc(O)c(O)c2)nnc1-c1ccccc1 | -21.6% | 2.2% | -12.0% | 51.1%[activator] | -7.7% | u | -12.5
COc1cc(OC)c(N(C)C(=O)c2nn(C)c3c2CSc2ccccc2-3)cc1Cl | x | x | 16.4% | x | -2.2% | -2.1% | 18.3
CNC(=S)N1N=C(c2ccc(C)cc2)CC1c1ccc(Br)cc1 (stereo not given) | 37.6% | 11.6% | -5.1% | -9.0% | -0.9% | 4.9% | 7.4
CCCN(CC(=O)Nc1ccccc1C)C(=O)C1CCN(S(=O)(=O)c2cccc(C(F)(F)F)c2)CC1 | 126.9%[activator] | x | -5.9% | 42.3%[activator] | 2.4% | 1.0% | -37.9
Cc1sc2nc(CN(C(=O)NC3CCCCC3)C3CCCCC3)[nH]c(=O)c2c1C | -11.4% | 3.7% | 3.4% | -2.8% | -0.5% | -7.2% | -25.9
CCOCCN(C=O)c1cccc(OC)c1 | -12.8% | 0.9% | -12.4% | 0.0% | -4.2% | -9.2% | 18.0
CC(=O)c1cccc(NC(=O)/C(=C/c2ccncc2)NC(=O)c2ccccc2)c1 | -11.0% | -6.2% | -4.5% | -0.1% | -5.7% | -8.1% | 58.8
COCCCC1CCN(C(=O)C2CCC(=O)N(Cc3cccc(F)c3)C2)CC1 (stereo not given) | 51.5%[activator] | 3.5% | 0.6% | 19.4% | -0.9% | 2.7% | -32.7
Cc1cc(C)nc(-n2c(C)nc3cc(Cl)ccc3c2=O)c1 | -9.6% | 2.1% | -12.6% | 1.6% | -0.1% | 1.8% | -15.8
CCCCC(=O)N(C)c1c(C)nc2ccc(C(=O)NCCN(C)C)cn12 | x | x | x | 0.0% | -1.1% | x | -12.8
COc1ccc(-c2nnc(SCC(=O)NCc3cccs3)n2C)cc1 | -7.2% | -4.8% | 0.9% | -4.2% | 3.8% | -0.9% | u
O=C(O)c1cccc(N2C(=O)c3cc4cccc(Br)c4cc3C2=O)c1 | -8.9% | 1.6% | 0.0% | -1.6% | -1.3% | 38.8%[activator] | -20.7
O=C(CSc1nc2c(c(=O)n1-c1ccc(Cl)cc1)SCC2)Nc1nccs1 | -34.0% | -8.9% | -10.6% | 8.4% | -3.6% | 6.1% | -1.5
O=C1OC2(c3ccccc31)c1cc(I)c(O)c(I)c1Oc1c2cc(I)c(O)c1I | 25.1µM* | x | 50.1µM* | x | u | 0.891µM* | x

Some entries already given with just Tb PYK inh, HCMV inh and Sm TGR inh:
SMILES	Tb PYK inh	HCMV inh	Sm TGR inh
COc1cc2c(cc1OC)-c1nnc(C)n1C(C)(C)C2	0.3%	56.0	0.6%
CC(=O)c1cccc(NC(=O)/C(=C/c2ccncc2)NC(=O)c2ccccc2)c1	-5.7%	58.8	-8.1%
O=C(O)c1cccc(N2C(=O)c3cc4cccc(Br)c4cc3C2=O)c1	-1.3%	-20.7	38.8%[activator]

Going on with the list.
SMILES | AmpC no deterg | LmPK inhibitor | AmpC detergent | AMA1 RON2 block | Tb PYK inh | Sm TGR inh | HCMV inh
c1ccc(C2=Nc3cccc4cccc(c34)N2)cc1 | -21.7% | -3.4% | u | -8.7% | -12.4% | 35.5µM* | 26.7
COc1cc(/C=C2/C(=N)N3OC(C)=CC3=NC2=O)ccc1OCCOc1ccc(C)cc1 | -26.8% | 0.4% | -3.1% | -7.9% | 2.9% | 1.2% | 42.0
Cc1cccc(OCC(=O)N(Cc2sccc2C)C2CCS(=O)(=O)C2)c1 (stereo not given) | x | x | 6.5% | x | -3.1% | -1.0% | -8.2
COc1ccc(C(CNC(=O)c2ccc(S(=O)(=O)Nc3ccc(F)cc3)cc2)N(C)C)cc1 (stereo not given) | 31.5% | -2.6% | -12.7% | 0.3% | -5.9% | 3.5% | -26.0
C=CCc1ccc(O)c(-c2ccc(O)c(CC=C)c2)c1 | -42.8% | 3.9% | 5.4% | -16.2% | 2.7% | 44.7µM* | -5.6
Cc1ccc2nc(NC(=O)c3ccc(Cl)s3)sc2c1 | -8.0% | -0.6% | u | 1.4% | -16.0% | 0.0% | 36.5
C=CCn1c(O)c(C=NC2CCN(Cc3ccccc3)CC2)c(=O)[nH]c1=O | -12.7% | 0.7% | 6.6% | 4.4% | -5.2% | -29.3% | 1.4
COc1cccc(CN(C)C(=O)Cc2c[nH]c3ccccc23)c1OC | 1.0% | -4.7% | 2.0% | -6.0% | -5.6% | 3.8% | 20.2
O=C(O)CCCCCNCc1ccncc1 | -12.6% | -3.6% | -11.1% | 5.5% | -3.5% | -16.3% | 21.9
COc1ccc(S(=O)(=O)NCC(c2ccc(C)cc2)N2CCN(C)CC2)cc1OC (stereo not given) | 61.5%[activator] | x | -11.8% | 10.4% | -0.1% | -1.5% | -23.0
CC(=O)N1CCc2cc(S(=O)(=O)CCC(=O)NCc3ccco3)ccc21 | -21.5% | 0.5%[11.5 µM] | 6.7% | -6.1% | -2.5% | -16.1% | -12.0
COc1ccccc1Cc1nc2ccccc2n1S(=O)(=O)c1ccc(Cl)cc1 | -24.6% | -3.1% | -10.6% | 10.4% | -5.4% | -4.6% | 11.8
COc1ccc(CN(C)C(=O)c2ccc(NC(=O)CC3SC(N4CCCC4)=NC3=O)cc2)c(OC)c1 (stereo not given) | 212.6%[activator] | x | -16.5% | -8.4% | -3.7% | -17.8% | 3.0
CC(=O)NC(CC(=O)Nc1ccc(S(=O)(=O)N2CCCCC2)cc1)c1ccccc1 (stereo not given) | 25.6% | 13.0% | 1.0% | 4.2% | x | -3.7% | 16.7
COc1cccc(CNCCSc2nnnn2C)c1OCc1ccccc1 | x | x | -1.9% | x | -1.6% | 4.0% | 0.3
Cc1cc(SCC(=O)NCCN2C(=O)CSC2=O)nc2c(C)cccc12 | 28.9% | -1.7% | -15.0% | 5.6% | -1.9% | -7.2% | u
CCCN1CCc2c(sc(NC(=O)c3ccc(S(=O)(=O)N4CCCC4)cc3)c2C(N)=O)C1 | 13.4% | 6.8% | -5.5% | 0.0% | 5.0% | -17.7% | 9.3
CC(C)c1ccc(C(=O)Nc2ccc(N3CCOCC3)cc2)cc1 | 2.6% | 0.5% | u | -6.9%[11.6 µM] | -5.6% | -6.6% | -66.0*
O=C(NNc1ccc([N+](=O)[O-])cc1)Nc1ccccc1 | -27.2% | -12.7% | -11.2% | -14.9% | -5.2% | u | -10.2
Cn1cc(S(=O)(=O)N2CCOCC2)cc1C(=O)NCCc1ccccc1 | -19.8% | -1.0% | -6.3% | 6.1% | -5.8% | 89.1µM* | x

Continued (four carried over from the part before).
SMILES | AmpC no deterg | LmPK inhibitor | AmpC detergent | AMA1 RON2 block | Tb PYK inh | Sm TGR inh | HCMV inh
CCCN1CCc2c(sc(NC(=O)c3ccc(S(=O)(=O)N4CCCC4)cc3)c2C(N)=O)C1 | 13.4% | 6.8% | -5.5% | 0.0% | 5.0% | -17.7% | 9.3
CC(C)c1ccc(C(=O)Nc2ccc(N3CCOCC3)cc2)cc1 | 2.6% | 0.5% | u | -6.9%[11.6 µM] | -5.6% | -6.6% | -66.0*
O=C(NNc1ccc([N+](=O)[O-])cc1)Nc1ccccc1 | -27.2% | -12.7% | -11.2% | -14.9% | -5.2% | u | -10.2
Cn1cc(S(=O)(=O)N2CCOCC2)cc1C(=O)NCCc1ccccc1 | -19.8% | -1.0% | -6.3% | 6.1% | -5.8% | 89.1µM* | x
Cc1cc(-n2c(C)cc(C(=O)COc3cc(F)ccc3[N+](=O)[O-])c2C)no1 | -22.4% | x | 9.2% | -4.7% | -0.3% | 4.6% | u
CCc1ccc(CNC(=O)CCc2nnc(Cc3cccc(C(F)(F)F)c3)o2)nc1 | 95.3%[activator] | -1.2% | 6.9% | 6.8% | -7.6% | -17.9% | 9.0
CCn1c(SCC(=O)NC(C)(C)C)nnc1-c1ccoc1C | -11.4% | -0.7% | 3.5% | -3.6% | -10.9% | 1.1% | 12.3
COc1ccc(-c2cc(NC=O)c3ncc(-c4ccc(OC)c(OC)c4)n3c2)cc1OC | x | x | x | 16.2% | -22.8% | x | -1.0
O=C(COc1cccc2cccnc12)N/N=C/c1ccc(O)cc1 | -44.8% | 0.5% | -8.7% | 48.7%[activator] | 5.2% | 0.6% | -4.2
O=C(CSc1nc2ccccc2s1)Nn1cnnc1 | -14.3% | 0.2% | -10.2% | 11.3% | -13.7% | 1.6% | 16.4
Cc1[nH]n(-c2ccccc2)c(=O)c1C(c1cccc([N+](=O)[O-])c1O)c1c(C)[nH]n(-c2ccccc2)c1=O | -38.2% | -12.3% | -1.7% | -12.6% | -6.0% | -12.6% | -9.2
CCSc1ncc(Cl)c(C(=O)N(Cc2ccc(C(C)(C)C)cc2)C2CCS(=O)(=O)C2)n1 (stereo not given) | x | x | -4.6% | x | -8.6% | -3.3% | u
N/C(=N\OC(=O)CN1C(=O)c2ccccc2C1=O)c1ccc(Cl)cc1 | -2.3%[2.29 µM] | 2.9% | -4.3% | 15.2% | 3.1% | -6.2% | -9.8
